Dengue-2 NS5 capping: Dengue-2 NS5 methyltransferase inhibitors, primary screen, biochemical, confirmation dose response (AID 588689); Genome polyprotein (Dengue virus type 2 (strain 16681-PDK53)); Dengue-2 NS5 methyltransferase capping enzyme assay, biochemical; higher % means a stronger effect; inhibition, % at 25 µM, or IC50 in µM where a hit was titrated; 0.3% of 340,000 active; in the data active means a potency from the dose series; inconclusive means inhibition above about 29% without an active follow-up result
Rac1 GTP hydrolysis: MgcRacGAP GTPase-activating activity inhibitors, confirmation, biochemical, ADP Hunter fluorescence | Rac GTPase-activating protein 1 (Homo sapiens) | MgcRacGAP-stimulated Rac1 GTP hydrolysis, ADP Hunter fluorescence; higher % means a stronger effect; GST-tagged Rac1 F28L mutant substrate | inhibition, % at 30 µM, or IC50 in µM where a hit was titrated | 0.6% of 340,000 active;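 active means first-screen hits whose inhibition reached a set limit at any dose in the follow-up dose series; inconclusive means inhibition above the set first-screen limit but never retested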;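 further: fluorescence reports GDP produced by GAP-driven GTP hydrolysis; strong numbers were not always called active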
An asterisk follows results filed as active; ? = inconclusive. The list is partial; rates above refer to the full screens.

Fields: Dengue-2 NS5 capping | Rac1 GTP hydrolysis
1: O=C(C[C@@H]1C[C@H]2c3cc(NC(=O)C4CCC4)ccc3O[C@H]2[C@@H](CO)O1)NCc1ccc(-c2ccccc2)cc1
 : 8% | 17%
2: O=C1CC(c2ccccc2)NC(=S)N1 (stereo unspecified)
 : 4% | 16%
3: CC(C)C1C(=O)N(Cc2cn(CC3CCCCC3)nn2)CCS(=O)(=O)N1Cc1ccc(-c2ccncc2)cc1 (stereo unspecified)
 : -1% | 4%
4: O=S(=O)(CCN1CCN(c2ccccc2O)CC1)c1ccc(Cl)cc1
 : -1% | 5%
5: COc1ccc(CN(C)C(=O)c2ccc(OCC(=O)Nc3cccc(C(F)(F)F)c3)c(OC)c2)cc1
 : -5% | 8%
6: CC(=O)c1ccc(NC(=O)CN2CCC(NC(=O)c3ccccc3C)CC2)cc1
 : 6% | 10%
7: CCN(CC)c1nc(C=Cc2ccc(N(C)C)cc2)c2nccnc2n1
 : ? | 12%
8: C[C@@H]1CN([C@H](C)CO)C(=O)CCCn2nncc2CO[C@H]1CN(C)C(=O)c1ccc2ccn(C)c2c1
 : -6% | -7%
9: CN(C)CCC1(c2ccccc2)CCN(C)C1=O (stereo unspecified)
 : -3% | 4%
10: COc1cccc(CN(C)CCCn2cnc3c(OC)ncnc32)c1
 : 6% | 15%
11: CC1(C)Cc2c(cnn2-c2ccc(F)cc2)C(NC(=O)C2=CC(=O)CC(C)(C)O2)C1 (stereo unspecified)
 : 8% | 10%
12: Cn1nc(C(=O)OCC(=O)NCc2ccc(Cl)cc2Cl)c2ccccc2c1=O
 : -7% | 3%
13: CC1(C)Oc2cc3oc(C(=O)O)cc(=O)c3cc2-c2ccccc21
 : -3% | 8%
14: O=C(c1ccccc1)C1CC1c1ccccc1 (stereo unspecified)
 : 2% | 9%
15: COc1cccc(S(=O)(=O)N(C)C[C@H]2Oc3cc(Br)ccc3S(=O)(=O)N([C@@H](C)CO)C[C@H]2C)c1
 : -2% | 12%
16: CC(C)(C)OC(=O)NCCCCCNC(=O)c1[nH]cnc1C(=O)Nc1cc(Br)ccc1F
 : -3% | 16%
17: CN(CC(=O)NCC1CCCO1)S(=O)(=O)c1ccc2ccccc2c1 (stereo unspecified)
 : 1% | 7%
18: COc1ccc(CC(=O)OCC(=O)Nc2ccc3[nH]c(=O)[nH]c3c2)cc1OC
 : 7% | 11%
19: O=C(CCc1nnc(Cc2c[nH]c3ccccc23)o1)NCCC1CCCCO1 (stereo unspecified)
 : 5% | 3%
20: CC(C)NC(=O)N(C)C[C@@H]1OCc2cnnn2CCCC(=O)N([C@@H](C)CO)C[C@H]1C
 : 5% | 15%
21: Cc1ccccc1S(=O)(=O)N(C)C[C@H]1OCc2cnnn2CCCC(=O)N([C@@H](C)CO)C[C@H]1C
 : -6% | 12%
22: CCN(CC)CCCNC(=O)CNC(=O)c1nn(-c2ccc(OC)cc2OC)c(=O)c2ccccc12
 : 1% | -21%
23: COc1ccccc1CNC(=O)C[C@@H]1C[C@H]2c3cc(N(C)C)ccc3O[C@H]2[C@H](CO)O1
 : -12% | 153µM*
24: COc1ccc(-c2ccc(CN3C(C(C)C)C(=O)N(Cc4cn(CC5CCCCC5)nn4)CCS3(=O)=O)cc2)cn1 (stereo unspecified)
 : -6% | -13%
25: COc1ccc(-c2cc3nc(-c4ccccc4)cc(N4CCN(C(=O)c5ccsc5)CC4)n3n2)cc1
 : -9% | 8%
26: COc1ccc(-c2ccc(CN3C(C)C(=O)N(Cc4cn(Cc5ccco5)nn4)CCS3(=O)=O)cc2)cc1 (stereo unspecified)
 : -2% | 0%
27: Cc1ccc([C@H]2C[C@@H](n3cc(-c4ccc(F)cc4)nn3)[C@H](O)CN2Cc2cccs2)cc1
 : -3% | 6%
28: C[C@H](CO)N1C[C@H](C)[C@@H](CN(C)Cc2ccc(C(=O)O)cc2)Oc2ncc(-c3ccc(C(=O)N(C)C)cc3)cc2C1=O
 : 1% | 13%
29: O=C(CSc1ccccc1F)NC(=O)NC1CCCC1
 : -2% | 4%
30: COc1ccc(NC(=O)C[C@H]2C(=O)N(c3ccc(Br)cc3)C[C@@H]2C)cc1
 : -5% | 8%
31: CSc1ncnc2c1ncn2CCCNCC(c1ccccc1)c1ccccc1
 : 3% | 15%
32: O=C(NCC(=O)N1CCN(Cc2ccccc2)CC1)c1ccccc1Cl
 : 0% | 5%
33: CCN(CC)C(=O)C1=C(C)N(CCC2=CCCCC2)C(=O)C(CC(=O)NCCN2CCOCC2)C1 (stereo unspecified)
 : 8% | 14%
34: C[C@H](O)CNC(=O)c1[nH]cnc1C(=O)Nc1cccc(Cl)c1
 : 1% | 14%
35: COc1cc(NC(=O)C2=C(C)OCCS2)c(Cl)cc1C(=O)NCCCN1CCCC(C)C1 (stereo unspecified)
 : 1% | -28%
36: O=C(CC(NC(=O)OCc1ccccc1)c1nn[nH]n1)OCc1ccccc1 (stereo unspecified)
 : 7% | 4%
37: COc1cccc(C#Cc2ccc3c(c2)O[C@H](CN(C)S(=O)(=O)c2ccccc2F)[C@H](C)CN([C@H](C)CO)S3(=O)=O)c1
 : -10% | 6%
38: O[C@H]1CN(CC2CCCCC2)[C@@H](c2ccccc2)C[C@@H]1n1cc(C2CC2)nn1
 : -6% | 8%
39: COc1ccc(C(=O)OCc2ccccc2C#N)cc1S(=O)(=O)N1CCOCC1
 : 2% | 3%
40: O=C(CSc1nnc(C2CC2)n1C1CC1)N1CCN(c2ccc(O)cc2)CC1
 : 3% | 30µM*
41: CC(=O)Nc1ccc(C=CC(=O)c2ccc([N+](=O)[O-])cc2)cc1
 : -4% | 2%
42: O=C1NN(c2ccccc2)C(=O)C1=Cc1ccccc1O
 : 35µM* | 81µM*
43: Cn1cccc1C(=O)OCC(=O)N1CCc2ccccc2C1
 : -7% | 6%
44: CNC(=O)C[C@H]1C(=O)N(Cc2ccccc2)C[C@@H]1Cc1ccccc1
 : 1% | 10%
45: COC(=O)[C@H]1C[C@H](OC(=O)NCc2ccco2)[C@@]2(O)CN(S(=O)(=O)c3ccc(C)cc3)CC2[C@H]1C(=O)OC (stereo partly specified)
 : -1% | 15%
46: C[C@@H]1CN([C@@H](C)CO)C(=O)CCCn2cc(nn2)CO[C@H]1CN(C)S(=O)(=O)c1ccc(Oc2ccccc2)nc1
 : -2% | 16%
47: CCOC(=O)c1ccc(NC(=O)Nc2nc3ccccc3s2)cc1
 : -6% | 9%
48: O=C(c1ccc2ccccc2c1O)N1CCCCC1
 : -1% | 8%
49: Nc1ccccc1SC(CC(=O)c1ccccc1)c1ccc([N+](=O)[O-])cc1 (stereo unspecified)
 : -16% | 14%
50: Cc1cccc(-c2n[nH]nc2C2=CC(=O)CC(C)(C)C2)c1
 : 0% | 12%
51: Cc1cc(=O)[nH]c(NNC(=O)c2ccc(Cl)cc2)n1
 : 5% | 5%
52: C[C@@H]1CN([C@H](C)CO)C(=O)CCCn2nncc2CO[C@H]1CN(C)S(=O)(=O)c1ccc(Oc2ccccc2)nc1
 : 1% | 14%
53: Cc1c(Cl)cccc1NC(=O)CSc1nc(=O)n(CCCN2CCOCC2)c2c1CCCC2
 : 3% | 9%
54: CC1(C)CN(c2ccccc2)C(=O)[C@H]1CC(=O)Nc1ccccc1
 : -6% | 5%
55: CCOC(=O)/C(=C(/C)N)C1CC(=O)NC1=O (stereo unspecified)
 : 6% | 8%
56: CCOc1ccc2ccccc2c1CNCCCN1CCOCC1
 : 6% | 19%
57: COc1cc(NC(=O)CCn2c(=S)[nH]c3ccccc3c2=O)cc(OC)c1OC
 : -7% | 13%
58: C[C@H]1CN([C@@H](C)CO)C(=O)CCCn2cc(nn2)CO[C@@H]1CN(C)S(=O)(=O)c1ccc2c(c1)OCCCO2
 : -5% | 14%
59: COc1ccccc1C(=O)NNC(=O)CN(C)S(=O)(=O)c1ccc(Cl)cc1
 : 3% | 9%
60: C[C@H]1CN([C@@H](C)CO)C(=O)c2cc(-c3cccc(F)c3)cnc2O[C@@H]1CN(C)S(C)(=O)=O
 : -7% | 14%

Pulled one by one from above (4):
Fields: Dengue-2 NS5 capping | Rac1 GTP hydrolysis
45: COC(=O)[C@H]1C[C@H](OC(=O)NCc2ccco2)[C@@]2(O)CN(S(=O)(=O)c3ccc(C)cc3)CC2[C@H]1C(=O)OC (stereo partly specified)
 : -1% | 15%
52: C[C@@H]1CN([C@H](C)CO)C(=O)CCCn2nncc2CO[C@H]1CN(C)S(=O)(=O)c1ccc(Oc2ccccc2)nc1
 : 1% | 14%
35: COc1cc(NC(=O)C2=C(C)OCCS2)c(Cl)cc1C(=O)NCCCN1CCCC(C)C1 (stereo unspecified)
 : 1% | -28%
54: CC1(C)CN(c2ccccc2)C(=O)[C@H]1CC(=O)Nc1ccccc1
 : -6% | 5%

4 of the compounds above, with tabs.
nr	Structure	Dengue-2 NS5 capping	Rac1 GTP hydrolysis
23	COc1ccccc1CNC(=O)C[C@@H]1C[C@H]2c3cc(N(C)C)ccc3O[C@H]2[C@H](CO)O1	-12%	153µM*
24	COc1ccc(-c2ccc(CN3C(C(C)C)C(=O)N(Cc4cn(CC5CCCCC5)nn4)CCS3(=O)=O)cc2)cn1 (stereo unspecified)	-6%	-13%
25	COc1ccc(-c2cc3nc(-c4ccccc4)cc(N4CCN(C(=O)c5ccsc5)CC4)n3n2)cc1	-9%	8%
26	COc1ccc(-c2ccc(CN3C(C)C(=O)N(Cc4cn(Cc5ccco5)nn4)CCS3(=O)=O)cc2)cc1 (stereo unspecified)	-2%	0%

Returning to the listing, repeating the six entries before the break.
Fields: Dengue-2 NS5 capping | Rac1 GTP hydrolysis
55: CCOC(=O)/C(=C(/C)N)C1CC(=O)NC1=O (stereo unspecified)
 : 6% | 8%
56: CCOc1ccc2ccccc2c1CNCCCN1CCOCC1
 : 6% | 19%
57: COc1cc(NC(=O)CCn2c(=S)[nH]c3ccccc3c2=O)cc(OC)c1OC
 : -7% | 13%
58: C[C@H]1CN([C@@H](C)CO)C(=O)CCCn2cc(nn2)CO[C@@H]1CN(C)S(=O)(=O)c1ccc2c(c1)OCCCO2
 : -5% | 14%
59: COc1ccccc1C(=O)NNC(=O)CN(C)S(=O)(=O)c1ccc(Cl)cc1
 : 3% | 9%
60: C[C@H]1CN([C@@H](C)CO)C(=O)c2cc(-c3cccc(F)c3)cnc2O[C@@H]1CN(C)S(C)(=O)=O
 : -7% | 14%
61: Clc1ccc2c(c1)-c1ccccc1C1=NCCN12
 : -2% | 22%
62: Cc1ccc(-c2nc3ccc(Br)cn3c2CC(C)(C)C)cc1
 : -14% | -12%
63: Cc1ccc2nc(N)nnc2c1
 : 1% | 9%
64: CCc1ccc(/C=C2\SC(=S)N(CCCC(=O)N3CCCC3)C2=O)cc1
 : 0% | 9%
65: C[C@H](CO)N1C[C@H](C)[C@@H](CN(C)S(=O)(=O)c2ccc(Oc3ccccc3)nc2)OCc2cn(nn2)CCCC1=O
 : 1% | 7%
66: Cc1ccc(S(=O)(=O)N2C[C@H]3C(=O)C[C@@H](c4ccc(Cl)cc4)N(S(=O)(=O)c4ccccc4C)[C@H]3C[C@H]2c2cccc(Cl)c2)cc1
 : 3% | 13%
67: C[C@H](CO)N1C[C@H](C)[C@@H](CN(C)Cc2ccc3c(c2)OCCN3C)OCc2cnnn2CCCC1=O
 : 6% | 9%
68: CC1C(=O)N(Cc2cn(CCC3OCCCO3)nn2)CCS(=O)(=O)N1Cc1ccc(-c2cccc(CO)c2)cc1 (stereo unspecified)
 : -3% | 6%
69: Cc1ccc([C@H]2C[C@H](O)[C@@H](n3cc(C4CC4)nn3)CN2CC2CCCCC2)cc1
 : 8% | 14%
70: O=C(CSc1nnc2ccc(-c3ccccn3)nn12)Nc1ccc(F)cc1
 : 3% | 22%
71: CCc1ccc(-c2ccc(SCC(=O)NC3CCCC3)nn2)cc1
 : 4% | 7%
72: COC(=O)c1ccccc1NC(=O)CSc1nc2ccsc2c(=O)n1CCCCC(=O)O
 : 6% | 3%
73: CC(C)C1C(=O)N(Cc2cn(CCC3OCCO3)nn2)CCS(=O)(=O)N1Cc1ccc(-c2cccc(N(C)C)c2)cc1 (stereo unspecified)
 : -3% | 8%
74: CC1(C)CN(C2CCCCC2)C(=O)[C@H]1CC(=O)Nc1ccccc1
 : 3% | 19%
75: COc1ncnc2c1ncn2CCCNCC(c1ccccc1)c1ccccc1
 : -2% | 11%
76: COc1ccc2c(c1)CCC1(C)CC(=O)C=C21 (stereo unspecified)
 : 1% | 5%
77: CC(=O)C1=C(O)C(=CC=Cc2ccccc2)OC1=O
 : 5% | 8%
78: O=C(CSc1nnc(COc2ccc(Cl)cc2)o1)N(c1ccccc1)C1CCS(=O)(=O)C1 (stereo unspecified)
 : -1% | 19%
79: COc1ccc(S(=O)(=O)N(C)C[C@H]2Oc3ncc(C#CC4(O)CCCC4)cc3C(=O)N([C@@H](C)CO)C[C@@H]2C)cc1
 : 1% | 12%
80: Cc1cc(C(=O)COC(=O)c2ccc(NC(=O)CC#N)cc2)c(C)n1CC(F)(F)F
 : -4% | 13%

Source: PubChem BioAssay
